Compound activity: PubChem, several laboratories
RGS8-Gao: modulates binding of RGS8 to human Galphao. multiplexed bead flow cytometry; actives lie on both sides. response (percent of control binding), % at 10 µM. 0.34% of 220,000 active; in the data active means response below about 60% or above about 140%; inactive means in between;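 further: Galphao activated as the GDP aluminium fluoride complex binding bead-coupled RGS8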
Bim-Mcl-1: human Bim-Mcl-1 interaction inhibition. Q07820. Bead-based flow cytometry, Bim peptide-Mcl-1 binding. inhibition, % at 10 µM. 0.1% of 190,000 active. AID 1009; in the data active means inhibition above about 40%;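 further: 0% = no compound tracer wells and 100% = peptide blocker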
Target sequence (Q07820 whole entry, looked up): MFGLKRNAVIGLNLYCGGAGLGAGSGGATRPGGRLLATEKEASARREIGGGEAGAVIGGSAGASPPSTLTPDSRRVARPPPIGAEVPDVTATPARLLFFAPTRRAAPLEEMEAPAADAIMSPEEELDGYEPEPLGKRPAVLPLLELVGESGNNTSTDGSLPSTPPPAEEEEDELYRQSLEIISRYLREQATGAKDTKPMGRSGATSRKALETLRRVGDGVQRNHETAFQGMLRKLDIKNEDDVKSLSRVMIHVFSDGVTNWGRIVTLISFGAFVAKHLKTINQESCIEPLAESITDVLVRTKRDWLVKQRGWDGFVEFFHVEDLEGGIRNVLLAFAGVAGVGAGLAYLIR
Mcl1-Bid inh: disrupts binding of human Mcl-1 to Bid peptide; Q07820; TR-FRET Mcl-1/Bid-Dy647 peptide binding, 1536-well; inhibition, % at 21.7 µM; 0.97% of 220,000 active; AID 1021;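 active means compounds that cut the binding signal by more than half at the single screening dose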;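 further: His-tagged Mcl-1 with europium anti-His antibody binding Bid BH3 peptide; 0% = Mcl-1 plus peptide wells and 100% = peptide-only wells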
Mcl1-Noxa inh: disrupts binding of human Mcl-1 to Noxa peptide; TR-FRET Mcl-1/Noxa peptide binding, 2 h; 1.5% of 220,000 active; Q07820; inhibition, % at 21.7 µM;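 active means compounds that cut the protein-peptide binding signal by more than 50% relative to plate controls in a single-dose test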;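 further: His-tagged Mcl-1 with rhodamine Noxa BH3 peptide and terbium anti-His antibody; 0% = Mcl-1 plus Noxa peptide wells and 100% = peptide-only wells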
Pf gametocyte: inhibitors of late stage P. falciparum gametocyte viability. P. falciparum stage V gametocytes, ATP luminescence, 24 h. inhibition, % at 10.9 µM. 0.065% of 150,000 active;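 active means inhibition above the mean plus 3 SD of compounds within the control limits, set per campaign, cut at about 38% in these data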;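 further: 0% = DMSO wells and 100% = medium only without gametocytes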
Active calls of the source: *; / = no result given; & = joins results of further samples. This is a subset; count on the stated rates, not on these rows.

Below each compound – RGS8-Gao, Bim-Mcl-1, Mcl1-Bid inh, Mcl1-Noxa inh, Pf gametocyte
CC[C@]1(O)C[C@@H]2CN(CCc3c([nH]c4ccccc34)[C@@](C(=O)OC)(c3cc4c(cc3OC)N(C)[C@H]3[C@@](O)(C(=O)OC)[C@H](OC(C)=O)[C@]5(CC)C=CCN6CC[C@]43[C@@H]65)C2)C1
→ 98.9, /, -30.7, 10.8, /
O=C(Nc1ccc(C(=O)O)c(O)c1)c1ccccc1
→ 101.5, /, 11.1, 20.2, /
CCCCCCCC/C=C\CCCCCCCC(=O)O
→ 103.2, /, -73.6, 63.2*, /
COc1ccccc1OCCNCC(O)COc1cccc2[nH]c3ccccc3c12 (stereo unspecified)
→ 105.1&103.6, -1.0&-1.0, 8.1&-0.9, 29.8&-4.8, /
Cn1c(=O)c2c(ncn2CCO)n(C)c1=O
→ 101.5, 1.0, 3.4, 21.0, /
COC(c1ccccc1)(c1ccccc1)C(Oc1nc(C)cc(C)n1)C(=O)O (stereo unspecified)
→ /, /, /, /, 13.2
C/C=C(/C)C(=O)O[C@@H]1c2cc(OC)c(OC)c(OC)c2-c2c(cc3c(c2OC)OCO3)C[C@H](C)[C@]1(C)O
→ 99.8, /, -36.1, 1.7, 0.3
Cc1[nH]c2ccccc2c1/C=N/NC(N)=S
→ 102.9, /, -37.8, 5.7, 5.1

One compound at a time, from the list above. Order of screens: RGS8-Gao, Bim-Mcl-1, Mcl1-Bid inh, Mcl1-Noxa inh, Pf gametocyte
C/C=C(/C)C(=O)O[C@@H]1c2cc(OC)c(OC)c(OC)c2-c2c(cc3c(c2OC)OCO3)C[C@H](C)[C@]1(C)O is listed with 99.8, /, -36.1, 1.7, 0.3
CC[C@]1(O)C[C@@H]2CN(CCc3c([nH]c4ccccc34)[C@@](C(=O)OC)(c3cc4c(cc3OC)N(C)[C@H]3[C@@](O)(C(=O)OC)[C@H](OC(C)=O)[C@]5(CC)C=CCN6CC[C@]43[C@@H]65)C2)C1 is listed with 98.9, /, -30.7, 10.8, /

Part of the list above, with tabs.
Structure	RGS8-Gao	Bim-Mcl-1	Mcl1-Bid inh	Mcl1-Noxa inh	Pf gametocyte
CCCCCCCC/C=C\CCCCCCCC(=O)O	103.2	/	-73.6	63.2*	/
COc1ccccc1OCCNCC(O)COc1cccc2[nH]c3ccccc3c12 (stereo unspecified)	105.1&103.6	-1.0&-1.0	8.1&-0.9	29.8&-4.8	/
Cn1c(=O)c2c(ncn2CCO)n(C)c1=O	101.5	1.0	3.4	21.0	/
